PERK inh – inhibitors of human PERK kinase | Q9NZJ5 | CHO PERK-DD fusion, SEAP luminescence translation reporter | AID 1416 | inhibition, % at 5.6 µM | 0.17% of 220,000 active;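 active = inhibition above the mean inhibition of all tested compounds plus 3 SD, set separately per screening campaign, cut at about 2.9% in these data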;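 note: PERK kinase domain activated by AP20187 dimerizer at 100 nM; 0% = DMSO with dimerizer and 100% = rapamycin at 8.4 µM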
FXIIa inh 1536 – inhibitors of human coagulation factor XIIa | P00748 | purified FXIIa, Boc-QGR-AMC fluorogenic substrate, 2 h | inhibition, % at 5 µM | 0.3% of 220,000 active; in the data active = inhibition above about 40%;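 note: 0% = enzyme with no compound and 100% = blank without enzyme; many of its hits are not listed in these tables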
KCC2 mod – modulates chloride dependent transport by human KCC2 | AID 1456 | Q9H2X9 | B-score of Tl+ flux slope (higher = more flux/activation; lower = inhibition) at 10 µM | KCC2 cells, thallium flux FluoZin-2 fluorescence | 2.2% of 190,000 active;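 active = thallium flux slope and its plate-corrected score both differing from the plate sample mean at a set confidence after two filtering rounds, in either direction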;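 note: slope of fluorescence scaled to starting intensity during 10 to 20 s after thallium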
Thrombin inh – inhibitors of human thrombin; alpha-thrombin, Boc-VPR-AMC fluorogenic substrate cleavage; inhibition, % at 5 µM; 0.26% of 220,000 active;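 active = inhibition at or above 40%; inactive = inhibition below 40%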;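 note: 0% = enzyme with no compound and 100% = wells without enzyme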
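Material: human alpha-thrombin protein; Also added: Boc-VPR-AMC substrate, 15 µM final; Timing: enzyme reaction carried out at room temperature; Signal: fluorescence, ex 355 nm, em 460 nm; Measure: % inhibition of thrombin; Controls: enzyme without compound as high, wells lacking enzyme as low.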
p97 ATPase inh – inhibitors of human p97 ATPase; P55072; recombinant p97 ATPase, Kinase-Glo ATP luminescence, 3 h; inhibition, % at 8 µM; 0.42% of 220,000 active; AID 1481; in the data active = inhibition above about 15%;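 note: 0% = DMSO vehicle and 100% = wells lacking enzyme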
Wee1 degr inh – human Wee1 degradation inhibition, primary screen; reporter increase, % at 5 µM; P30291; HeLa Luc-Wee1K328M stability, luciferase luminescence; 100% = proteasome inhibitor MG132 effect; AID 1321; 1.2% of 220,000 active;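 active = activation above the mean of all tested compounds plus 3 SD, set per screening run, cut at about 8.8% in these data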;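 note: cells exposed to compound for 20 h before luminescence read; 0% = DMSO alone and 100% = MG132 at 30 µM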
FXIa inh – blocks human coagulation factor XIa protease activity; 0.14% of 220,000 active; inhibition, % at 5 µM; purified FXIa, Boc-Glu-Ala-Arg-AMC fluorogenic substrate; P03951; AID 798;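 active = inhibition of at least 40%; inactive = inhibition below 40%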;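 note: fluorescence of freed AMC excited at 355 nm; 0% = enzyme without compound and 100% = no enzyme blank; many of its hits are not listed in these tables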
Target sequence (P03951 19-387 limits assumed): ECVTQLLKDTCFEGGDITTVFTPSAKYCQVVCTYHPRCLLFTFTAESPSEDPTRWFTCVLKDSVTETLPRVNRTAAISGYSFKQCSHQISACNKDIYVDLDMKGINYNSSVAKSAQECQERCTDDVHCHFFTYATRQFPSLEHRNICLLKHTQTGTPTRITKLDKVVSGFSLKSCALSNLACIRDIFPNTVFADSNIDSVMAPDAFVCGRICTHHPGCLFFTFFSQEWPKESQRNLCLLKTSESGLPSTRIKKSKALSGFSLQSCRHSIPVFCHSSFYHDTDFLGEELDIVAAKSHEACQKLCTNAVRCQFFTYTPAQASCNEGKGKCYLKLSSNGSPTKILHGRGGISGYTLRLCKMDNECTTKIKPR
Target sequence (P03951 388-625 limits assumed): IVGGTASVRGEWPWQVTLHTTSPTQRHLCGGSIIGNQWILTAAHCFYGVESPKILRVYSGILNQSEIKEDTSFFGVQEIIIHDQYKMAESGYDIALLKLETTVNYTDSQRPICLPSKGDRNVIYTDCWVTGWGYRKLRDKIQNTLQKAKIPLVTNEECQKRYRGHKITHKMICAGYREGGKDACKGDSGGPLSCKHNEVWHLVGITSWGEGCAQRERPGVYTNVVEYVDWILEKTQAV
hK5 inh – kallikrein 5 (human) inhibition; recombinant hK5, fluorogenic AMC substrate cleavage; inhibition, % at 5 µM; 0.59% of 210,000 active; AID 873;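 active = inhibition of 40% or more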;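 note: 0% = enzyme controls without compound and 100% = no-enzyme blanks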
Target sequence (Q9Y337 67-293 limits assumed): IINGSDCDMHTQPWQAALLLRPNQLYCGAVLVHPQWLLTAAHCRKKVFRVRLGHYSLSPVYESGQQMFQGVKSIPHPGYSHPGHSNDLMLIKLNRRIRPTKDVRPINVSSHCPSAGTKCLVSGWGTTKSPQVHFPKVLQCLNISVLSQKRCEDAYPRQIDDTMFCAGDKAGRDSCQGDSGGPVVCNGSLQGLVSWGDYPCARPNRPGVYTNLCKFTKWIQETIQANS
Furin inhibitor – blocks human furin protease activity; 0.061% of 220,000 active; purified furin, fluorogenic substrate cleavage; inhibition, % at 30 µM; AID 463115; P09958; in the data active = inhibition above about 25%; note: inactives centre near -15
Active calls of the source: *; / = not tested or not shown; [ ] = dose if it differs, or a comment.

item	PERK inh	FXIIa inh 1536	KCC2 mod	Thrombin inh	p97 ATPase inh	Wee1 degr inh	FXIa inh	hK5 inh	Furin inhibitor	mol
1	-1.1	6.7	/	-3.1	-2.9	-3.4	-6.5	-6.5	-3.8[20 µM]	CCOC(=O)c1c(C)oc2ccc(OCc3cc(C(=O)OC)oc3C)cc12
2	-0.2	-0.7	0.144	-5.0	0.9	-0.7	-9.8	1.1	-17.9[20 µM]	CN(C)c1ccc(N/C=C/C(=O)c2ccc(F)cc2)cc1
3	-0.1	6.1	1.16	0.4	9.8	0.7	2.9	-1.7	-9.1	COc1ccccc1N1CCN(Cc2cn[nH]c2-c2ccc(F)cc2)CC1
4	3.5*	-13.5	0.339	-6.6	5.1	-5.4	-8.2	-3.2	-25.5	COc1cc(C(C#N)N2CCOCC2)ccc1O (centres undefined)
5	0.3	8.1	-0.762	3.6	5.5	-1.7	-2.4	-12.8	-3.2	COc1cc(C2C(C#N)=C(N)Oc3cc(N(C)C)ccc32)cc2c1OCO2 (centres undefined)
6	0.6	7.7	-1.64	9.5	3.5	-2.5	-1.0	-2.9	-11.7	N#CC(=C=[N-])c1nc2ccccc2nc1-[n+]1cccc(NC(=O)c2ccc(F)cc2)c1
7	0.9	7.7	0.21	-5.6	0.2	-2.5	-5.7	-17.0	-8.7	NC1=NC2CS(=O)(=O)CC2S1 (centres undefined)
8	0.1	8.9	-0.00267	4.1	10.8	-1.6	4.5	0.9	-8.6	Nc1ccc2c(c1Cl)C(=O)c1ccc(N)c(Cl)c1C2=O
9	0.2	0.9	-0.512	-3.9	3.9	1.0	-8.0	8.9	-11.7[20 µM]	N#Cc1ccc(OCC(=O)N/N=C2\CCc3ccccc32)cc1
10	0.5	0.7	-0.0074	-11.6	3.6	0.4	-6.6	-3.1	-24.2	CCCN1C(=O)CSC1=Nc1ccccc1
11	1.6	9.3	1.48	-1.1	-0.8	1.4	0.0	/	0.8	Cc1ccccc1CC1(CO)CCCN(C(=O)CCCN2CCCCC2=O)C1 (centres undefined)
12	-0.3	12.1	-2.43	-4.8	0.7	1.0	6.8	-9.3	-1.9	CC1=Nc2cc(C(=O)NCc3ccco3)ccc2Sc2ccc(C)cc21
13	0.1	1.6	-0.328	-2.6	-8.3	-3.3	7.5	-9.8	-20.1	Cc1cc(C)cc(NC(=O)C(OC(=O)C2=COCCO2)c2ccccc2)c1 (centres undefined)
14	0.8	4.9	0.778	-6.2	3.5	-3.6	-3.0	-3.4	-26.7	COc1cc(NC(=S)NC2CC(C)(C)NC(C)(C)C2)cc(OC)c1
15	0.5	5.6	0.00377	-9.8	-3.1	-0.4	1.0	4.9	-3.8	CCC(Oc1ccccc1)C(=O)NC1CCSC1=O (centres undefined)

5 entries from above, ordered by formula weight, lowest first:
item	PERK inh	FXIIa inh 1536	KCC2 mod	Thrombin inh	p97 ATPase inh	Wee1 degr inh	FXIa inh	hK5 inh	Furin inhibitor	mol
7	0.9	7.7	0.21	-5.6	0.2	-2.5	-5.7	-17.0	-8.7	NC1=NC2CS(=O)(=O)CC2S1 (centres undefined)
10	0.5	0.7	-0.0074	-11.6	3.6	0.4	-6.6	-3.1	-24.2	CCCN1C(=O)CSC1=Nc1ccccc1
4	3.5*	-13.5	0.339	-6.6	5.1	-5.4	-8.2	-3.2	-25.5	COc1cc(C(C#N)N2CCOCC2)ccc1O (centres undefined)
5	0.3	8.1	-0.762	3.6	5.5	-1.7	-2.4	-12.8	-3.2	COc1cc(C2C(C#N)=C(N)Oc3cc(N(C)C)ccc32)cc2c1OCO2 (centres undefined)
13	0.1	1.6	-0.328	-2.6	-8.3	-3.3	7.5	-9.8	-20.1	Cc1cc(C)cc(NC(=O)C(OC(=O)C2=COCCO2)c2ccccc2)c1 (centres undefined)

The listing continues.
item	PERK inh	FXIIa inh 1536	KCC2 mod	Thrombin inh	p97 ATPase inh	Wee1 degr inh	FXIa inh	hK5 inh	Furin inhibitor	mol
16	0.5	2.0	2.14*	-4.2	-2.5	0.8	-10.9	-21.2	-11.5[20 µM]	O=C(Nc1ccccc1N1CCCCC1)c1ncoc1-c1ccc(F)cc1
17	1.0	10.1	/	-0.1	1.7	0.3	3.3	-13.3	-9.7[20 µM]	Cc1ccc(C2N(c3ccccc3)C(=S)N3CCCN23)cc1 (centres undefined)
18	-0.2	13.3	-2.45	2.6	7.2	2.3	0.2	-8.2	2.0[20 µM]	O=C(NCc1cccnc1)c1ccc(COc2cccc3ccccc23)o1
19	0.3	18.4	/	1.7	0.3	-0.8	3.4	-2.6	-10.8[20 µM]	CCC(=O)NC(=S)Nc1cccc(NC(=O)c2ccc(Cl)cc2Cl)c1
20	1.4	9.0	0.113	-5.3	5.9	-2.5	-0.1	1.6	-28.1	Cc1ccccc1NC(=S)N(CCN1CCOCC1)Cc1ccccc1F
21	-2.1	9.4	-2.17	-3.4	-5.3	-2.5	-2.3	-3.7	-11.5	COc1ccc(N(C)C(=O)c2oc(=O)c3ccccc3c2-c2ccccc2)c(OC)c1
22	0.2	9.3	0.981	-3.7	-2.1	0.8	5.0	-125.5	-20.9	COc1ccc(C(=O)NC(=S)NNC(=O)c2cnccn2)cc1
23	1.3	5.6	-0.551	-3.5	5.9	-0.2	1.9	-2.5	-25.7	CCOC(=O)C1=C(C)N(c2ccc(Cl)cc2)C(=O)NC1c1cccc([N+](=O)[O-])c1 (centres undefined)
24	-0.2	10.9	-0.599	-4.2	-1.4	1.8	9.0	/	-6.2	COc1cccc(CC2(CO)CCCN(Cc3ccc(CN4CCCCC4)s3)C2)c1 (centres undefined)
25	0.5	9.3	-0.17	-3.1	3.4	-0.4	-2.3	-3.6	-19.5	COc1cc2c(cc1NC(=O)c1cc(-c3ccccn3)nc3ccccc13)oc1ccccc12
26	1.5	5.4	0.0477	-6.0	6.7	-3.5	-4.0	-1.9	-26.2	CNC(=O)CSc1nnc(-c2cnccn2)n1C
27	0.8	21.5	/	2.3	4.3	-1.5	2.1	-7.3	-19.4[20 µM]	O=C(NC(Cc1ccccc1)C(=O)O)c1ccc(S(=O)(=O)N2CCCC2)cc1 (centres undefined)
28	-0.5	11.8	0.651	0.7	-0.8	1.0	2.2	3.8	-12.3[20 µM]	CCC(=O)N(CCC1(C(C)C)CCOC(C)(C)C1)Cc1ccco1 (centres undefined)
29	0.8	7.2	0.245	-4.8	5.5	-0.3	8.7	-2.1	-16.2	Oc1c(Cl)cc(Cl)cc1C=Nc1ccccc1N1CCCC1
30	-0.9	4.6	-0.492	-6.3	-7.7	1.8	-3.2	-1.8	-8.8	Cn1cccc1/C=N/N1CCN(Cc2cccc3ccccc23)CC1
31	-0.1	19.9	-0.912	2.1	-7.0	4.4	26.2	29.3	6.0	N/C(=N\OC(=O)c1ccc2ccccc2c1)c1ccncc1
32	-0.3	4.5	0.41	0.6	-1.3	-2.4	3.0	-10.9	-20.4	CCCCNC(=O)C12CCC(C)(C(=O)C1Br)C2(C)C (centres undefined)
33	-1.0	37.1	-1.81	15.9	1.6	-1.7	102.2*	22.7	-4.3	COc1ccc(N(CC(=O)NCc2ccc(Cl)cc2)S(=O)(=O)c2ccccc2[N+](=O)[O-])c(OC)c1
34	-0.1	10.2	-1.47	-4.7	7.9	-3.1	4.9	-9.1	-4.7	Cc1cc2cc(CNC(=O)c3ccc(S(=O)(=O)N4CCCC4)cc3)ccc2n1C
35	0.5	1.2	0.706	-6.0	-3.1	-0.5	-2.1	/	-16.6	OCCC1CN(Cc2ccncc2)CCN1C1CCCC1 (centres undefined)
36	-0.3	5.0	-0.271	-6.2	6.0	0.9	2.2	2.1	-17.8	O=C(N=C1N=C2C=CC=CN2Cc2ccccc21)c1ccc(S(=O)(=O)N2CCCC2)cc1
37	1.6	9.6	1.13	-1.3	5.3	3.1	2.9	2.4	-13.7[20 µM]	CCCN1C(=O)c2ccc(C(=O)Nc3cc(C)on3)cc2C1=O
38	1.6	7.9	1.05	-0.9	-1.2	0.3	-0.7	-14.3	-20.8	CC(=O)Nc1cccc(C(=O)OCc2ccc(C(=O)Oc3ccc(Cl)cc3)cc2)c1
39	0.1	7.0	-0.978	-7.0	-0.3	-1.2	-2.8	1.1	-19.4	COc1ccc(CCN=C(N)NS(=O)(=O)c2ccc(C)c(C)c2)cc1
40	-0.4	2.5	-0.199	-8.1	1.0	0.8	-4.1	-9.1	-15.2	COC(=O)c1ccc(OCC2c3cc(OC)c(OC)cc3CCN2C(C)=O)cc1 (centres undefined)
41	0.6	3.7	-0.0228	-1.2	-1.3	1.0	-5.5	-12.2	-11.0	CN(C)S(=O)(=O)c1ccc(Cl)c(NC(=O)COC(=O)[C@@H]2CCCN2C(=O)c2cccs2)c1
42	-1.4	6.1	1.55	3.6	2.8	-1.4	2.4	0.5	-11.5[20 µM]	O=C(/C=C/NNC(=O)c1ccccc1)c1ccccc1
43	-0.8	7.3	-0.731	-3.3	0.6	2.4	0.9	10.8	-17.4	CCCc1c(C)nn(C(=O)/C(C#N)=N/Nc2ccccc2[N+](=O)[O-])c1C
44	-0.9	6.5	0.989	-4.7	-8.1	2.6	-3.0	-2.5	-2.3[20 µM]	COc1cc(OC)c(C(=O)Nc2ccc(N(C)C)cc2)cc1OC
45	1.5	5.1	-6.68*	-1.9	18.9*	4.0	8.1	4.3	-25.4	Clc1c(Cl)c(Cl)c2n[nH]nc2c1Cl
46	-0.9	-0.8	0.471	-4.5	-3.1	-1.2	8.1	-9.8	9.0	CN1CCN(S(=O)(=O)c2cccc(C(=O)Nc3sc4c(c3-c3nc5ccccc5[nH]3)CCCC4)c2)CC1
47	0.9	7.9	-0.29	1.4	1.8	0.1	-3.3	6.6	-16.5	Nc1ccc2oc(-c3cccc(Br)c3)nc2c1
48	-0.3	11.4	0.509	-1.8	1.4	-1.1	6.5	1.6	-13.7[20 µM]	CCOC(=O)C1CCCN(C(=S)Nc2cc(C)cc(C)c2)C1 (centres undefined)
49	0.0	14.2	-0.267	3.1	-2.2	-1.9	-10.6	-74.4	-5.3[20 µM]	Cc1ccc(S(=O)(=O)N(C(=O)c2ccncc2)c2ccc(OC(=O)c3ccncc3)c3ccccc23)c(C)c1
50	-0.2	10.6	-0.861	0.1	-3.9	0.7	7.9	-13.8	-22.0	COc1ccccc1N1C(=O)C2CCC(c3ccccc3)CC2C1=O (centres undefined)
51	2.1	0.4	-1.23	0.5	-1.1	-0.1	3.1	3.0	-13.0[20 µM]	O=C(Nc1nnc(COc2ccc(Cl)cc2)s1)c1ccc([N+](=O)[O-])cc1
52	0.2	6.9	0.0096	-8.2	3.9	-1.4	-4.9	-2.8	-22.7	COc1cc(S(=O)(=O)n2cnc(C)c2)ccc1Cl
